KCC2 mod: modulates chloride dependent transport by human KCC2; KCC2 cells, thallium flux FluoZin-2 fluorescence; hit rate 2.2% among 190,000; AID 1456; B-score of Tl+ flux slope (higher = more flux/activation; lower = inhibition) at 10 µM; Q9H2X9;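 active = thallium flux slope and its plate-corrected score both differing from the plate sample mean at a set confidence after two filtering rounds, in either direction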;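 also: slope of fluorescence scaled to starting intensity during 10 to 20 s after thallium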
Wee1 degr inh: human Wee1 degradation inhibition, primary screen; AID 1321; HeLa Luc-Wee1K328M stability, luciferase luminescence; 100% = proteasome inhibitor MG132 effect; P30291; reporter increase, % at 5 µM; hit rate 1.2% among 220,000;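 active = activation above the mean of all tested compounds plus 3 SD, set per screening run, cut at about 8.8% in these data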;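 also: cells exposed to compound for 20 h before luminescence read; 0% = DMSO alone and 100% = MG132 at 30 µM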
hK5 inh: inhibitors of human kallikrein 5; hit rate 0.59% among 210,000; recombinant hK5, fluorogenic AMC substrate cleavage; inhibition, % at 5 µM; Q9Y337;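 active = inhibition of 40% or more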;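 also: 0% = enzyme controls without compound and 100% = no-enzyme blanks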
Target sequence (Q9Y337 67-293 limits assumed): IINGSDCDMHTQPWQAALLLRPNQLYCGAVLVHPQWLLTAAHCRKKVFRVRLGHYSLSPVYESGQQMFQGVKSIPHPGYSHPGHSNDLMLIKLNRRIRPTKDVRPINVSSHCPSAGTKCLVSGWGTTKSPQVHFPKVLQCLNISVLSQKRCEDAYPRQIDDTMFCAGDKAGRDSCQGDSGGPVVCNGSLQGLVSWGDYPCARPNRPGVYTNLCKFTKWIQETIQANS
thrombin 1536: blocks human thrombin protease activity; P00734; inhibition, % at 5 µM; hit rate 0.26% among 220,000; AID 1046; alpha-thrombin, Boc-VPR-AMC fluorogenic substrate cleavage;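 active = inhibition at or above 40%; inactive = inhibition below 40%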;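 also: 0% = enzyme with no compound and 100% = wells without enzyme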
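Assay system: human alpha-thrombin enzyme. Reagent: Boc-VPR-AMC substrate, 15 µM final. Compound dosing: one concentration per compound, 5 µM, with 0.2% DMSO. Incubation: room-temperature reaction. Technique: AMC fluorescence, 355/460 nm. Measure: % inhibition relative to enzyme controls and enzyme-free blanks.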
FXIIa inh: blocks human coagulation factor XIIa protease activity | P00748 | purified FXIIa, Boc-QGR-AMC fluorogenic substrate, 2 h | inhibition, % at 5 µM | hit rate 0.3% among 220,000 | AID 800; in the data active = inhibition above about 40%;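 also: 0% = enzyme with no compound and 100% = blank without enzyme; many of its hits are not listed in these tables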
Furin inhibitor: blocks human furin protease activity | P09958 | purified furin, fluorogenic substrate cleavage | inhibition, % at 30 µM | hit rate 0.061% among 220,000 | AID 463115; in the data active = inhibition above about 25%; also: inactives centre near -15
FXIa inh: inhibitors of human coagulation factor XIa | P03951 | purified FXIa, Boc-Glu-Ala-Arg-AMC fluorogenic substrate | inhibition, % at 5 µM | hit rate 0.14% among 220,000;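 active = inhibition of at least 40%; inactive = inhibition below 40%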;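 also: fluorescence of freed AMC excited at 355 nm; 0% = enzyme without compound and 100% = no enzyme blank; many of its hits are not listed in these tables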
PERK inhibitor: human PERK inhibition, primary cell-based screen | Q9NZJ5 | CHO PERK-DD fusion, SEAP luminescence translation reporter | inhibition, % at 5.6 µM | hit rate 0.17% among 220,000 | AID 1416;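 active = inhibition above the mean inhibition of all tested compounds plus 3 SD, set separately per screening campaign, cut at about 2.9% in these data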;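 also: PERK kinase domain activated by AP20187 dimerizer at 100 nM; 0% = DMSO with dimerizer and 100% = rapamycin at 8.4 µM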
p97 inhibitor: inhibitors of human p97 ATPase; P55072; recombinant p97 ATPase, Kinase-Glo ATP luminescence, 3 h; inhibition, % at 8 µM; hit rate 0.42% among 220,000; AID 1481; in the data active = inhibition above about 15%;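 also: 0% = DMSO vehicle and 100% = wells lacking enzyme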
Target sequence (P55072 whole entry, looked up): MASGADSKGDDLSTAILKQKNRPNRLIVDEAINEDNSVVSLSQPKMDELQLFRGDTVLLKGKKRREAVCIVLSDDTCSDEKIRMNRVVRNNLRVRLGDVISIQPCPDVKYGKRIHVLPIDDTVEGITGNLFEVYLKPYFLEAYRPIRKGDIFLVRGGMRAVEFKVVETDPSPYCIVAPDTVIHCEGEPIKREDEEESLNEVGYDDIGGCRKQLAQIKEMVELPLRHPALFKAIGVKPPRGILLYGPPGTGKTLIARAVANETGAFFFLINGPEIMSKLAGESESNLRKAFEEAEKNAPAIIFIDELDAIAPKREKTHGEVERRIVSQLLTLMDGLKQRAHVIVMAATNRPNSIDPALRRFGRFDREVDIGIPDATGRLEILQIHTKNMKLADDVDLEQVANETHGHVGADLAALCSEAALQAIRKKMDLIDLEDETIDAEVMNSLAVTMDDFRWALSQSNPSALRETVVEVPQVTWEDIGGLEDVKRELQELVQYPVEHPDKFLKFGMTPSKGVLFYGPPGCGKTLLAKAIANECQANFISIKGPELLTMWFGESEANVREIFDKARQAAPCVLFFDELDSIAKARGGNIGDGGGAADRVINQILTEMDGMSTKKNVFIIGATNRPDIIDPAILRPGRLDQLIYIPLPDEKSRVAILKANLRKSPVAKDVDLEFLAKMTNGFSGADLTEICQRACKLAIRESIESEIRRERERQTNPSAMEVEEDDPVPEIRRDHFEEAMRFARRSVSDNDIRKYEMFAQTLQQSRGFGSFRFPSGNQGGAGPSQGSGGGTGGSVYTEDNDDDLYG
* = called active by the depositor; i = inactive; . = no result given; [ ] = another dose, or the depositor's remark.

SMILES	KCC2 mod	Wee1 degr inh	hK5 inh	thrombin 1536	FXIIa inh	Furin inhibitor	FXIa inh	PERK inhibitor	p97 inhibitor
COc1ccccc1N1CCN(C(=O)c2ccc(C(C)(C)C)cc2)CC1	-1.8	-2	-15	2	-10	-23[20 µM]	3	-0.7	-4
C/C(Cn1cnc([N+](=O)[O-])n1)=N\NC(=O)c1ccccc1F	-0.25	1	-6	2	13	-6[20 µM]	9	1.0	4
O=C(CSc1ccc2nnc(-c3ccccc3)n2n1)NCC1CCCO1 (stereo unspecified)	-0.63	0	-30	-2	-5	-28[20 µM]	-2	0.6	6
CN(CC(=O)N1CCCCC1)S(=O)(=O)c1cccc2cccnc12	-1	6	-5	-1	16	-8	3	0.8	5
Cc1ccc(C(NC(=O)N2CC(C)OC(C)C2)C(Cl)Cl)cc1F (stereo unspecified)	-0.29	-1	-8	-12	12	-7	2	0.4	1
CCN1CC=C2C(C#N)=C(N)C(C#N)(C#N)C(c3cc(Cl)ccc3Cl)C2C1 (stereo unspecified)	-0.72	-1	-6	-1	10	-21	-3	1.3	1
c1csc(-n2nc3ccccc3n2)c1	-0.12	2	-13	3	19	-14	5	0.5	6
CCC(=O)Nc1ccccc1Sc1ncnc2scc(-c3ccccc3)c12	-2	-1	-4	-4	7	-17	-1	-0.7	4
CCOc1ccccc1C(=O)NN1C(=O)CCC1=O	0.77	-1	27	30	31	-16	14	0.4	-4
Cc1cc(OCC(=O)NC2CCN(C)CC2)ccc1[N+](=O)[O-]	0.16	0	1	-7	6	-33	-1	0.9	0
CC1=C(C#N)C(=O)N(C)C(C)(C)C1	2.8*	-1	-2	-2	11	-9	3	-0.4	-3
O=C(O)c1nn(-c2ccccc2)ccc1=O	-0.6	-3	-1	4	13	-22[20 µM]	7	0.9	1
COc1ccc(CNC(=O)Cc2nn(C)c(=O)c3ccccc23)cc1	0.13	0	-29	-5	1	-17[20 µM]	-5	-0.1	-3
O=S(=O)(NCc1ccccc1)c1ccc(S(=O)(=O)N2CCCC2)cc1	0.077	-1	-2	-5	8	-28	0	0.7	-6
O=C(O)CSCC(=O)Nc1ccc(C(F)(F)F)cc1	0.21	3	-8	1	2	-26	-4	1.1	4
CCOC(=O)N1CCC(N2CC34C=CC(O3)C(C(=O)Nc3ccc(OCC)cc3)C4C2=O)CC1 (stereo unspecified)	0.28	0	-6	-2	14	-18	1	0.6	2
O=C(CSc1nc2ccccc2o1)N1CCN(C(=O)c2ccco2)CC1	0.074	3	-27	0	15	-16[20 µM]	6	0.7	3
CCCn1c(SCC(=O)N2CC(=O)Nc3ccccc32)nc2ccccc21	1.3	1	-3	-1	27	-18	22	-0.3	-4
CN(C)S(=O)(=O)Oc1cc(Cl)ccc1C(=O)Nc1ccc(F)cc1F	-1.3	1	-4	2	6	-15	-2	0.9	-1
O=C1CCc2cc(S(=O)(=O)N3CCC(C(=O)NC4CCCc5ccccc54)CC3)ccc2N1 (stereo unspecified)	.	-3	-9	0	13	-21	1	-0.1	-5
COc1ccc2[nH]cc(C(O)CN3CCN(c4ccccc4)CC3)c2c1 (stereo unspecified)	.	0	5	-1	5	-21	5	-0.1	1
O=C(N/N=C/c1ccc(OCC(=O)N2CCCCC2)cc1)c1ccccc1	0.65	-2	0	-4	2	-13[20 µM]	-12	-0.1	-5
CCCCCCNC(=O)c1ccc(Br)o1	0.25	-3	-11	2	15	-17	6	0.9	4
O=C(c1ccccc1)C1CCc2occc2C1=O (stereo unspecified)	-0.056	-2	-12	-3	-2	-30[20 µM]	5	0.5	-2
COc1cc(/C=C/c2ccc3c(Br)cc(Br)c(O)c3n2)ccc1O	7.5*	-3	-14	0	7	-14	5	-2.0	18*
CCCCCn1nnc2c(=O)oc3ccccc3c21	.	-2	7	-2	11	-21	1	0.3	6
CC(C)C(=O)NC(Nc1ccccc1F)C(Cl)(Cl)Cl (stereo unspecified)	i	3	-16	-5	11	-24	6	-0.4	-6
COc1cccc(/C=C/c2ccccn2)c1O	-1.2	1	-3	-4	2	5	-6	0.4	-6
Cc1cc(NS(=O)(=O)Cc2ccccc2)no1	0.51	-2	-12	-6	19	-7[20 µM]	1	0.7	2
COc1ccc2nc(NC(=O)NC3CCCCC3)sc2c1	-1.3	0	-1	-7	1	-14	-1	-0.2	4

p97 inhibitor: what is marked active above.
SMILES	KCC2 mod	Wee1 degr inh	hK5 inh	thrombin 1536	FXIIa inh	Furin inhibitor	FXIa inh	PERK inhibitor	p97 inhibitor
COc1cc(/C=C/c2ccc3c(Br)cc(Br)c(O)c3n2)ccc1O	7.5*	-3	-14	0	7	-14	5	-2.0	18*

New compounds follow
SMILES	KCC2 mod	Wee1 degr inh	hK5 inh	thrombin 1536	FXIIa inh	Furin inhibitor	FXIa inh	PERK inhibitor	p97 inhibitor
CC(=O)NC(CCS(C)(=O)=O)C(=O)Nc1c(C)cccc1C (stereo unspecified)	0.91	0	0	-4	18	-22	9	2.2	2
CCN(CC)CCn1c(=O)n(-c2ccc(Cl)cc2)c(=O)c2c3c(sc21)CN(C)CC3	0.34	0	2	-4	5	-2	0	-1.6	-7
COc1ccc(-c2ccc(OC)cc2C(=O)O)cc1	-0.36	2	2	-7	-15	13[20 µM]	-7	1.1	-2
O=S1(=O)c2cccc3cccc(c23)N1Cc1ccc(-c2nnco2)cc1	-0.74	-3	-6	-6	5	-29	-5	-0.1	3
COc1cc(SC)ccc1C(=O)OCC(=O)NCC(C)C	1.3	0	-2	-5	.	-18	-2	-0.2	1
CC(C)CC(=O)NC(=S)Nc1nc(-c2ccc(Cl)cc2)cs1	2	3	-5	-8	2	0	7	-0.5	-4
COc1cccc(/C=C/C(=O)OCC(=O)Nc2cccc(S(=O)(=O)N3CCCCC3)c2)c1OC	-1	0	-13	-1	18	-13	12	0.8	3
Cc1ccc(C2C(C#N)=C(N)Oc3n[nH]c(C)c32)cc1 (stereo unspecified)	-0.0091	2	8	3	10	-21	-18	-1.2	9
Cc1ccccc1-n1nc(C)c2c1N=C1C(Cl)=CC(Cl)=CN1C2c1ccc(C(=O)O)cc1 (stereo unspecified)	0.024	-2	-14	1	14	-14	7	2.1	0
COc1cc(N/N=C(\C)c2ccc(N)cc2)nc(-c2ccccc2)n1	-0.018	12*	-1	7	11	-11	2	0.3	-2
Cn1c(=O)c(-c2ccccc2)c(O)c2ccccc21	-0.073	0	-3	-13	3	-18	-2	0.2	6
CCOc1ccccc1C1NC(=O)NC(C)=C1C(=O)OCc1ccco1 (stereo unspecified)	0.29	3	-3	4	18	-24	3	-0.8	5
CCCCn1c(NCCO)nc2ccccc21	-0.69	1	-3	-7	8	-19	-1	1.4	3
COc1cc(C(C(=O)NC(C)(C)C)N(Cc2ccc3c(c2)OCO3)C(=O)c2cnccn2)cc(OC)c1OC (stereo unspecified)	.	-2	-3	0	11	-13[20 µM]	-2	-0.7	-4
Cc1ccc(-c2csc3nc(C)n(-n4cccc4)c(=O)c23)o1	0.61	-1	-10	-8	13	-5	3	0.9	-6

Profiles, quoted from the list. Values in the order: KCC2 mod, Wee1 degr inh, hK5 inh, thrombin 1536, FXIIa inh, Furin inhibitor, FXIa inh, PERK inhibitor, p97 inhibitor
Shown for `COc1ccc(-c2ccc(OC)cc2C(=O)O)cc1` → -0.36, 2, 2, -7, -15, 13[20 µM], -7, 1.1, -2
Shown for `O=S1(=O)c2cccc3cccc(c23)N1Cc1ccc(-c2nnco2)cc1` → -0.74, -3, -6, -6, 5, -29, -5, -0.1, 3

Following part.
SMILES	KCC2 mod	Wee1 degr inh	hK5 inh	thrombin 1536	FXIIa inh	Furin inhibitor	FXIa inh	PERK inhibitor	p97 inhibitor
CCN(C(=O)CSc1nnnn1-c1cc(C)ccc1OC)C1CCS(=O)(=O)C1 (stereo unspecified)	0.013	-2	-17	-9	5	-24	-15	0.3	2
N/C(=N\OC(=O)c1ccc2c(c1)OCO2)c1cccc(Br)c1	-0.92	-2	.	-1	6	-26	1	1.8	-4
COC(=O)NNC(=S)NCc1ccccc1	1.1	0	-21	1	13	-14	4	1.3	8
CCOC(=O)c1oc2ccc3c(c2c1C)C(=O)CC1(CCN(C(=O)OCC)CC1)O3	0.1	-2	-15	3	8	-9	2	-0.8	-3
Cc1cccc(NC(=O)CSc2ccc(-c3ccco3)nn2)c1	-2.5	0	-6	0	6	-10	1	0.7	6
Cc1ccc(C2C(C#N)=C(N)Oc3c2oc(CO)cc3=O)o1 (stereo unspecified)	.	.	-14	-6	-1	.	-10	.	.
CCCCCC1CC(CC(C)C(=O)Nc2nncs2)C(=O)O1 (stereo unspecified)	-1.8	1	14	-3	12	-3[20 µM]	3	0.3	-2
COCCn1cc(C(=O)c2cc(Br)ccc2O)cc(C#N)c1=O	0.021	3	-12	-4	-5	-9	-8	0.6	3
CCOC(=O)c1c(N)sc(C(O)(C(F)(F)F)C(F)(F)F)c1-c1ccccc1	0.38	2	5	-3	19	0[20 µM]	1	0.1	-5
CCc1ccc(NC(=O)c2ccc3c(=O)n4c(nc3c2)CCCCC4)cc1	-1.4	2	2	-4	6	-8	1	-1.4	-3
Cc1cc(-c2cccnc2)c(C#N)c(SCc2cccc(F)c2)n1	.	-2	4	1	0	1[20 µM]	3	0.4	-8
O=C(c1ccc(Cl)cc1)N1CCN(c2cccc3[nH]ccc23)CC1	-0.12	5	-3	3	5	-13	0	-0.1	4
C=CCCC(=O)Nc1ccc(COC(=O)N2CCOCC2)cc1	0.02	-1	-32	1	6	-13[20 µM]	-10	-0.2	2
Cc1ccc(N(Cc2ccc([N+](=O)[O-])cc2)C(=O)c2ccco2)cc1C	-1	-1	-8	-4	7	-9	8	-0.7	2
Cc1cccc(C(=O)O/N=C/c2c(N3CCOCC3)n(C)c3ccccc23)c1	-0.26	-3	1	5	23	-4[20 µM]	6	0.0	1
Cc1cccc(NC(=S)N2CCN(c3ccccc3)CC2)c1	.	-1	14	-4	8	-19	0	0.4	-1
CCOC(=O)Nc1sc(NS(=O)(=O)c2ccc(C)cc2)nc1C	-0.26	0	-24	-10	-9	-8[20 µM]	-5	-0.8	-4
Cc1ccccc1NC(=O)CSc1nc2n(n1)CCCCC2	0.064	2	-12	-6	12	-18	7	0.4	4
CCC(=O)Nc1ccc(C(=O)Nc2c[nH]c(=O)[nH]c2=O)cc1	0.67	2	3	-9	10	-18	0	0.4	6
CCC1=C2CC[C@H]3C(=O)N(CC)C(=O)[C@H]3[C@H]2[C@@]2(Cc3ccccc3)C(=NCc3ccccc3)OC(=O)N2C1=O	0.086	.	2	0	6	-20	1	.	.
CCCC(=O)NC(C)c1nc2ccccc2[nH]1 (stereo unspecified)	1	0	-3	-3	15	-11	4	0.1	-9
O=C1CC(c2ccccc2)Sc2ccccc2N1 (stereo unspecified)	0.34	1	-3	-3	22	-21	7	0.8	5
O=C(Nc1nc2ccc(SC(F)F)cc2s1)c1ccc2c(c1)S(=O)(=O)c1ccccc1C2=O	1.7	-2	-8	2	7	8	2	-0.2	-2
O=C(CN1C(=O)CSC1=O)Nc1ccc(N2CCOCC2)cc1	0.027	0	-2	-10	-10	-4[20 µM]	-9	0.4	4
NNC(=O)[C@H](Cc1ccccc1)NC(=O)Nc1ccc2c(c1)OCCO2	0.5	1	3	3	9	6	3	-0.6	5
CC(C)CCOc1ccc(C(=O)NCCC(=O)N2CCOCC2)cc1	2	3	-3	-7	16	-4[20 µM]	22	1.0	-1
O=C(CSc1nnc(-c2ccco2)c(-c2ccco2)n1)Nc1ccccc1	0.53	3	-33	-3	-1	-10[20 µM]	-3	1.2	13
c1ccc2cc(-c3csnn3)ccc2c1	-0.21	1	2	-8	4	-14	10	0.8	0

Taken from above:
`O=C(CN1C(=O)CSC1=O)Nc1ccc(N2CCOCC2)cc1` @ FXIIa inh: -10
`Cc1ccccc1NC(=O)CSc1nc2n(n1)CCCCC2` @ p97 inhibitor: 4

From PubChem
